KinaseGlo FLuc – Kinase-Glo luciferase inhibition (counter-screen) | Q27757 | Kinase-Glo luciferase, ATP luminescence, 8 min | Potency, µM (series often up to 38.3 µM), for inactives: top-dose activity change, negative = inhibition, most hits filed as inhibitors | actives 0.28% (n = 200,000) | AID 1379; further: potency means the concentration at half of the fitted maximal effect; on the % scale 0 is the no-effect control and ±100 the full control effect; nearly all actives have a fitted effect of over 60% in size
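Luminescence was the read-out, taken after 8-minute incubation at ambient temperature. Luciferase turned over luciferin with 10 uM ATP in imidazole pH 7.2 buffer containing KCl, MgCl2, Tween 20 and BSA.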
Lamin A splicing – changes lamin A minigene splicing in HeLa cells | HeLa LMNA splicing GFP/RFP minigene ratio, 48 h | Potency, µM (series often up to 46.1 µM), for inactives: at the highest dose ratio change, negative = inhibition, most hits filed as inhibitors | actives 0.01% (n = 200,000) | AID 1487; active means well fitted inhibition curve with a large enough effect in the signal ratio, with a control signal flat, not every such curve was filed as active; inconclusive means small, poorly fitted or top-dose-only effect, or effect the other way, or a change in a side signal; the % refers to the signal ratio; further: potency means the concentration at half of the fitted maximal effect; on the % scale 0 is the no-effect control and ±100 the full control effect
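S3 HeLa cells stably expressing lamin A-EGFP splicing minigene plus DsRed2, 600 cells/well, 48 h compound exposure at 37C. Laser-scanning cytometry; analysed as GFP (500-530 nm)/RFP (575-640 nm) total intensity ratio; 0.5% DMSO vehicle.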
NPSR antagonist – neuropeptide S receptor (human) antagonism, cAMP. actives 1% (n = 220,000). AID 1461. CHO-NPSR cells, cAMP TR-FRET, antagonist mode. Potency, µM (doses to about 38.3 µM), for inactives: at the top dose activity change, negative = inhibition, most hits filed as inhibitors; further: potency means the concentration at half of the fitted maximal effect; on the % scale 0 is the no-effect control and ±100 the full control effect; nearly all actives have a fitted effect of over 50% in size; many of its hits are not listed in these tables
Target sequence (Q6W5P4 whole entry, looked up): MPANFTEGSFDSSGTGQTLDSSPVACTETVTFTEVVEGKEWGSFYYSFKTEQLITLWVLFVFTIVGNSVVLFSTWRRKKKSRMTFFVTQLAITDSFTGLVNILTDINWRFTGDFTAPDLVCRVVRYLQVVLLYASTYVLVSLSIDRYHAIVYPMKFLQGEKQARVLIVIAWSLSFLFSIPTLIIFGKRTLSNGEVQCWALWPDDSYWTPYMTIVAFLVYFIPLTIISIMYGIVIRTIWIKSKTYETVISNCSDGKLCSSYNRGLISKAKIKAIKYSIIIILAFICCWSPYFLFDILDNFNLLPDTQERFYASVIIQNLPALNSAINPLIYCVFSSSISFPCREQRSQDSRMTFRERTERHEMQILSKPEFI
CBFb-RUNX1 inh – blocks binding between human CBF-beta and RUNX1 | Potency, µM (doses to about 59.8 µM), without a hit: at the top dose activity, negative = inhibition, actives largely listed as inhibitors | 230,000 tested, under 10 active | AID 1477 | Q01196+Q13951 | AlphaScreen CBFb-His/RUNX1-biotin binding, biochemical; further: % of control where 0% means no effect
Target sequence (Q01196 whole entry, looked up): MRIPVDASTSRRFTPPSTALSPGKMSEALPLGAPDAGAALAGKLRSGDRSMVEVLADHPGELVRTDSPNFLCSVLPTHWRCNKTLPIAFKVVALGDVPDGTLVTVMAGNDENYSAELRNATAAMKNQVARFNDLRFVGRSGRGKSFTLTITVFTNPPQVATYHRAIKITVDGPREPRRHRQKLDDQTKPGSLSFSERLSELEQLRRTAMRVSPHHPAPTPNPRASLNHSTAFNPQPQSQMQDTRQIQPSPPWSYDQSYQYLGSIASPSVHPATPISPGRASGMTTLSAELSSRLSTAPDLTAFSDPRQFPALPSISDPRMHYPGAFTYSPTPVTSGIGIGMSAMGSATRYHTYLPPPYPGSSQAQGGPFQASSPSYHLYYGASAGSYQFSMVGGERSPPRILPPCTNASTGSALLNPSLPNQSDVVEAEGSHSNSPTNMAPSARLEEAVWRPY
Target sequence (Q13951 whole entry, looked up): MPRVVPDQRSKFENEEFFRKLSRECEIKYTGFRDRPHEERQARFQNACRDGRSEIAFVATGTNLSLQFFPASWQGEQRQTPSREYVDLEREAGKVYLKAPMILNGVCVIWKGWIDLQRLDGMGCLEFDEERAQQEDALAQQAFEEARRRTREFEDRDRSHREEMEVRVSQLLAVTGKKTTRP
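AlphaScreen binding: CBFb-His and RUNX1-biotin (30 nM each) preincubated 20 min, compound added for 15 min, then nickel and streptavidin beads for 90 min, all at room temperature. Disruption of the interaction by any mechanism counts as activity.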
Epigenetic reg – regulators of epigenetic silencing causing reporter derepression in mouse cells. actives 0.2% (n = 280,000). murine LDR cells, GFP reporter derepression, 30 h. Potency, µM (highest dose often 53.9 µM), for inactives: at the top dose GFP activation, usual class: activators. AID 1865; further: potency means the concentration at half of the fitted maximal effect; % of control where 0% means no effect; nearly all actives have a fitted effect of over 60% in size
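In this reporter-derepression format, murine cells bearing a silenced integrated CMV-GFP locus incubate with test compound (30 h, 37 C), then are washed and imaged; fluorescent objects of 20–120 um count as induced cells.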
GLA spleen mod – inhibitors or activators of human alpha-galactosidase in spleen homogenate; actives 0.008% (n = 240,000); Potency, µM (top dose mostly 80 µM), without a hit: at the highest dose activity change, negative = inhibition, most hits filed as inhibitors; human spleen homogenate, 4MU-alpha-Gal fluorescence, 40 min; AID 2107;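 further: potency means the concentration at half of the fitted maximal effect; 0% = enzyme with vehicle and -100% = no enzyme basal signal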
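Fluorogenic readout (Ex 365/Em 440 nm) of 4-methylumbelliferone released from 1 mM 4-MU-alpha-galactoside by spleen homogenate, 40 min at 37C, pH 5.0. Data normalized to no-enzyme and enzyme controls; Hill-equation AC50 from compound titrations.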
IMPase Li cell – IMPase inhibition in cells with lithium potentiation. Potency, µM (titrated, usually from 59.4 µM), without a hit: at the highest dose activity, negative = IMPase inhibition, hits mostly inhibitors. actives 0.35% (n = 210,000). CHO-M1 cells, IP1 TR-FRET (IP-One), carbachol + lithium;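 further: IP1 builds up when IMPase is blocked and the TR-FRET signal falls; potency means the concentration at half of the fitted maximal effect; plate controls were basal vehicle for no effect and high inhibitor control for full effect; nearly all actives have a fitted effect of over 50% in size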
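Lithium-sensitised IP1 accumulation assay; M1-expressing CHO cells treated 30 min at 37C with compound. Competitive antibody detection by time-resolved FRET followed a 10 min room-temperature lysis step.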
* marks the source's active call; other numbers are inactive results; ? = inconclusive; / = no result given; [ ] = dose if it differs, or a comment. Unless noted, the call rests on the fitted dose curve; in most records, active means well fitted curve in the direction sought with a large enough effect; inconclusive means small, poorly fitted or top-dose-only effect, or another doubt; inactive means no such curve, though single readings can be large; an effect the other way counts as inactive or inconclusive. Only part of the results is shown; the hit share may differ from the screen's.

Under each structure – KinaseGlo FLuc, Lamin A splicing, NPSR antagonist, CBFb-RUNX1 inh, Epigenetic reg, GLA spleen mod, IMPase Li cell
- CCN(CC)CCOCCOC(=O)C(CC)(CC)c1ccccc1
  /, /, 8%, 6%, 0.4%, 10%, /
- Nc1nonc1-n1nnc(C(=O)N/N=C/c2cccnc2)c1CSC1=NCCS1
  /, /, 12%, -6%, -1.9%, 2%, /
- Cc1nnc(NC(=O)CCC(=O)N2CCN(CCc3ccccc3)CC2)s1
  -6%, 0%, -5%[46.1 µM], 0%, 2.4%, 7%, 0%[38.3 µM]
- O=C1CC(N(C(=O)c2ccco2)c2cccc(Cl)c2)C(=O)N1c1cccc(Cl)c1 (centres undefined)
  -3%, -13%, -21%[46.1 µM], -3%, 1.1%, 4%, 21%[38.3 µM]
- O=C(Nc1cccc(S(=O)(=O)N2CCOCC2)c1)c1cnccn1
  -1%, /, 2%, 5%, 1.1%, -5%, 0%
- CCCCOC(=O)Nc1ccc(C(C)C)cc1
  0%, -3%, 13%[46.1 µM], 25%, 1.2%, 5%, 13%
- CN(C)C(=O)N1CCCC(C(=O)NCc2cccs2)C1 (centres undefined)
  -1%, -13%, 2%[46.1 µM], 5%, -1.6%, 8%, 11%[38.3 µM]
- CCC(c1nnc(SCC(=O)N2CC(=O)Nc3ccccc32)n1Cc1ccccc1)N(C)C (centres undefined)
  0%, -2%, -2%[7.67 µM], 5%, 0.0%, -14%, 4%[38.3 µM]
- O=c1[nH]c2cc3c(cc2cc1CN(CCO)S(=O)(=O)c1ccccc1)OCCO3
  /, /, -6%, 19%, -1.8%, 27%, /
- Cc1nc(N)sc1N=Nc1c(C)n(C)n(-c2ccccc2)c1=O
  /, /, -36%, 5%, -1.6%, -8%, /

Complete entries from above. Order of values: KinaseGlo FLuc	Lamin A splicing	NPSR antagonist	CBFb-RUNX1 inh	Epigenetic reg	GLA spleen mod	IMPase Li cell
CCCCOC(=O)Nc1ccc(C(C)C)cc1 as listed: 0%	-3%	13%[46.1 µM]	25%	1.2%	5%	13%
Nc1nonc1-n1nnc(C(=O)N/N=C/c2cccnc2)c1CSC1=NCCS1 as listed: /	/	12%	-6%	-1.9%	2%	/
CCN(CC)CCOCCOC(=O)C(CC)(CC)c1ccccc1 as listed: /	/	8%	6%	0.4%	10%	/

The list goes on.
Under each structure – KinaseGlo FLuc, Lamin A splicing, NPSR antagonist, CBFb-RUNX1 inh, Epigenetic reg, GLA spleen mod, IMPase Li cell
- COc1cc(/C=C/C(=O)OCC(=O)NC(=O)NCc2ccccc2)ccc1OCC#N
  2%, -10%[46 µM], -8%, 4%, 12%, 15%, 3%
- O=c1cc(CN2CCN(c3cccc(Cl)c3)CC2)c2cc(O)c(-c3ccccc3)cc2o1
  2%, ?, -1%[46.1 µM], 15%, 3.0%, 11%, -3%
- C=CCOC(=O)c1ccccc1C(=O)OCC=C
  /, /, /, 6%[21.7 µM], /, -4%, 4%
- CC(=O)OCC(=O)[C@@]1(O)CC[C@H]2[C@@H]3CCC4=CC(=O)C=C[C@]4(C)[C@H]3[C@@H](O)C[C@@]21C
  0%, -8%, 8%, -8%, -5.5%, 5%, 1%
- COC(=O)c1cc(C(=O)OC)cc(-n2c(C)cc(C(=O)CC#N)c2C)c1
  8%, 7%, -9%[46.1 µM], -6%, -0.7%, -2%, -14%[38.3 µM]
- Cc1ccc(NC(=S)Nc2ccccn2)c(C)c1
  /, /, ?, -4%, -2.0%, 0%, /
- COc1cc(OC)c(NC(=O)c2ccc3c(SCC(=O)O)c4c(nc3c2)CCCC4)cc1Cl
  0%, ?, 0%, ?, -0.2%, -1%, -4%
- COc1ccc(OC)c(-n2c(=S)[nH]c3cc(C(=O)N4CCN(c5ccccc5)CC4)ccc3c2=O)c1
  3%, /, -18%, -15%, -1.1%, 4%, ?
- O=C1CC(N2CCN(CCc3ccccn3)CC2)C(=O)N1c1ccc(Cl)cc1 (centres undefined)
  -2%, -4%, -3%[46.1 µM], 1%, -2.4%, 20%, -5%[38.3 µM]
- Cc1ccccc1/C=N/N=C1/NC(=O)CCS1
  /, /, -25%, 3%, 3.8%, 5%, /

Going on with the list.
Under each structure – KinaseGlo FLuc, Lamin A splicing, NPSR antagonist, CBFb-RUNX1 inh, Epigenetic reg, GLA spleen mod, IMPase Li cell
- Cc1ccc(SCC(=O)c2c(C)nc3cc(C)ccn23)cc1
  3%, ?, -6%, 8%, 6.9%, -3%, 10%
- COc1cc(O)oc1C=Nc1ccc(Cl)cc1
  -10%, -6%, -4%[46.1 µM], 0%, -1.1%, -6%, -8%[38.3 µM]
- OB(O)c1cc2ccccc2s1
  0%, /, /, 14%, 2.1%, 5%, -1%
- Nc1nonc1-n1nnc(C(=O)N/N=C/c2ccc(OCc3ccc(F)cc3)cc2)c1COc1ccccc1
  /, /, -31%, 3%, 0.0%, 2%, /
- COc1ccc(C2C(C#N)=C(N)N(c3ccccc3)C3=C2C(=O)CCC3)cc1Cn1cc([N+](=O)[O-])cn1 (centres undefined)
  1%, 4%, -25%[46.1 µM], -9%, -1.0%, -4%, 10%[38.3 µM]
- C#CCOCCOCCOCCNc1nc(N2CCN(C(=O)[C@H](Cc3cc4ccccc4[nH]3)n3cc([C@@H](N)C(C)CC)nn3)CC2)nc(N2CCN(C(=O)[C@H](CCCCN)n3cc([C@@H](N)CC(C)C)nn3)CC2)n1 (some centres undefined)
  /, /, 3%, 10%, -3.2%, 4%, -1%
- CCC(C)c1ccc(NC(=S)NCc2cccnc2)cc1 (centres undefined)
  5%, ?, 39%, -26%, -1.0%, 3%, 22%
- Cc1cc(Cl)ccc1OCCCC(=O)N1CCOCC1
  3%, 7%, -6%[46.1 µM], -2%, -0.8%, 2%, -3%[38.3 µM]
- O=C(/C=C/Nc1cccc(O)c1)c1ccccc1
  ?, 2%, -16%[46.1 µM], -1%, 0.0%, -5%, 12%[38.3 µM]
- COc1ccc(-n2cnc3ccccc32)cc1
  1%, 3%, -6%[46.1 µM], 5%, 0.0%, 1%, 19%[38.3 µM]

Later entries:
Under each structure – KinaseGlo FLuc, Lamin A splicing, NPSR antagonist, CBFb-RUNX1 inh, Epigenetic reg, GLA spleen mod, IMPase Li cell
- C=CCSC1=Nc2cc(OC)c(OC)cc2C2=NC(=O)CN12
  1%, /, -22%, -1%, 0.1%, 27%, -5%
- O=C(COC(=O)[C@H](Cc1ccccc1)NC(=O)c1cccs1)Nc1c(Cl)cccc1Cl
  1%, -10%, 22%, 0%, -1.0%, -5%, 8%
- Cc1ccc(S(=O)(=O)Nc2ccc(N3CCOCC3)nc2)cc1
  -1%, /, 3%, -6%, 0.2%, -6%, -1%
- Oc1ccc(Br)cc1C=Nc1ccc(Cl)cc1
  1%, ?, -13%, 13%, -3.2%, 4%, -2%
- Cc1ccc(NC(=S)NC(NC(=O)C(C)(C)C)C(Cl)(Cl)Cl)c(C)c1 (centres undefined)
  -1%, 3%, -17%[46.1 µM], 1%, 0.1%, 1%, 14%[38.3 µM]
- COc1ccc(OC)c(C(C)NC(=O)c2ccc(Br)cc2)c1 (centres undefined)
  -3%, 20%, -9%, 4%, 0.1%, 2%, 6%
- O=C(CSc1nc2ccccc2n1CC(=O)N1CCCC1)N1CCN(C(=O)c2ccco2)CC1
  -2%, -6%, 4%[46.1 µM], -7%, 3.5%, 3%, -1%
- CN(C)CC(=O)c1ccc(-c2ccccc2)cc1
  3%, 13%, 10%[46.1 µM], ?, -6.1%, 0%, 7%[38.3 µM]
- CCOC(=O)c1sc(N)c(C(=O)Nc2ccccc2)c1C
  2%, 51%[46 µM], 5%, -3%, 0.1%, -6%, 6%
- O=c1oc2ccccc2n1CCc1ccccc1
  -5%, ?, -10%[46.1 µM], 15%, -0.9%, -14%, 6%

New compounds follow.
Under each structure – KinaseGlo FLuc, Lamin A splicing, NPSR antagonist, CBFb-RUNX1 inh, Epigenetic reg, GLA spleen mod, IMPase Li cell
- Cc1cc(C)c2oc(-c3ccc(Cl)c(NC(=O)c4ccc(C#N)cc4F)c3)nc2c1
  -4%, -7%, -1%[46.1 µM], 13%, -14%, 5%, 6%[38.3 µM]
- CC(=O)NC(CCS(C)(=O)=O)C(=O)Nc1ccccc1Cl (centres undefined)
  1%, -4%, 5%[46.1 µM], 5%, -2.0%, 8%, 0%[38.3 µM]
- CN(C(=O)CSc1nc2cc([N+](=O)[O-])ccc2n1-c1ccc(F)cc1)C1CCS(=O)(=O)C1 (centres undefined)
  4%, -5%, 10%, -1%, 2.0%, -8%, 3%
- CC(C)OC(=O)c1cc2c(ccn2C)n1CC(=O)N(Cc1ccccc1)c1ccc(F)cc1
  1%, ?, ?, -4%, 7.8%, -7%, 20%
- COc1cccc(NC(=O)CNC(=O)c2ccccc2)c1
  4%, 8%, 2%[46.1 µM], 3%, -0.8%, 1%, 8%[38.3 µM]
- O=C1CN(c2nc(-c3ccccc3)c3ccccc3n2)c2ccccc2N1
  -2%, -12%, -25%, -3%, ?, 13%, 3%
- Cc1ccc(C(=O)Cn2nc(C)c([N+](=O)[O-])c2C)c(C)c1
  4%, -10%[46 µM], -5%, 1%, -0.4%, 1%, 15%
- CCOCCn1c(CCCO)nc2ccccc21
  2%, 2%, 4%[46.1 µM], 13%, -1.4%, -9%, -4%[38.3 µM]

Part of the list above, field by field:
smiles: O=C1CN(c2nc(-c3ccccc3)c3ccccc3n2)c2ccccc2N1
- KinaseGlo FLuc = -2%
- Lamin A splicing = -12%
- NPSR antagonist = -25%
- CBFb-RUNX1 inh = -3%
- Epigenetic reg = ?
- GLA spleen mod = 13%
- IMPase Li cell = 3%
smiles: Cc1ccc(C(=O)Cn2nc(C)c([N+](=O)[O-])c2C)c(C)c1
- KinaseGlo FLuc = 4%
- Lamin A splicing = -10%[46 µM]
- NPSR antagonist = -5%
- CBFb-RUNX1 inh = 1%
- Epigenetic reg = -0.4%
- GLA spleen mod = 1%
- IMPase Li cell = 15%

Rewritten with bars between the fields: entries from further up.
Structure | KinaseGlo FLuc | Lamin A splicing | NPSR antagonist | CBFb-RUNX1 inh | Epigenetic reg | GLA spleen mod | IMPase Li cell
Cc1ccc(C(=O)Cn2nc(C)c([N+](=O)[O-])c2C)c(C)c1 | 4% | -10%[46 µM] | -5% | 1% | -0.4% | 1% | 15%
CCOCCn1c(CCCO)nc2ccccc21 | 2% | 2% | 4%[46.1 µM] | 13% | -1.4% | -9% | -4%[38.3 µM]
O=C1CN(c2nc(-c3ccccc3)c3ccccc3n2)c2ccccc2N1 | -2% | -12% | -25% | -3% | ? | 13% | 3%

Screens from PubChem.
